Screening data deposited in PubChem BioAssay by several laboratories.
FLuc inhib CS: firefly luciferase enzyme inhibitors, primary screen, artefact control for luciferase-based inhibitor screens, biochemical, luminescence, ATPLite; inhibition, % at 10 µM; 10 min; AID 1006, 2008; 1.5% of 200,000 active;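 active means inhibition above about 50% when tested at 10 µM, limit read from the data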
Target sequence (P08659 whole entry, looked up): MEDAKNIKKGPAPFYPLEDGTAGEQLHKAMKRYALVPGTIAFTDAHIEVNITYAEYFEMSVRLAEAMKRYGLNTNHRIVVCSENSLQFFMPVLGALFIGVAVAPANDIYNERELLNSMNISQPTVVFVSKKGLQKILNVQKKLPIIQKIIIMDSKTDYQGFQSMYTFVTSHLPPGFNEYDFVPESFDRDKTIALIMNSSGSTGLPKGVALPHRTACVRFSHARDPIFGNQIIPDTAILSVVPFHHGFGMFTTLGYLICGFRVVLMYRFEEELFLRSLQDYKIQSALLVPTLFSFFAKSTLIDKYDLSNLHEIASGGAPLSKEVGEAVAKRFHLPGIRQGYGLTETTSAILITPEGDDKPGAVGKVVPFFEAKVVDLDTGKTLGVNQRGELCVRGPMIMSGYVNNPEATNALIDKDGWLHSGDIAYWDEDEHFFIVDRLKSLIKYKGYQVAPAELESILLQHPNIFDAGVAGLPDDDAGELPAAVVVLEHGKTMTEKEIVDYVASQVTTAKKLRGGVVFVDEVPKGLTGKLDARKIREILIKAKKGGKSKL
STAT1 act: STAT1 signaling activators, primary screen, cell-based, HTS, luciferase reporter; NIH 3T3 STAT1-luciferase reporter, IFN-gamma, luminescence; 100% = IFN-gamma alone, no compound; activation (% of control), % at 5.5 µM; 2.6% of 200,000 active;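 active means activation above the screen-wide mean activation plus 3 SD, cut at about 130% in these data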;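 further: raw ratio to IFN-gamma control signal so 100% means no change and 0% no light; values of inactives mirror those of a sister screen read the other way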
ROMK primary: ROMK potassium channel modulators, primary screen, cell-based, thallium flux, MLSMR library | Tet-inducible ROMK, thallium flux fluorescence; actives lie on both sides | 2% of 130,000 active | B-score at 10 µM;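 active means signal ratio slope over the read window, or its plate-corrected B-score, at least 3 SD from the plate mean, either direction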;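 further: B-score of the F/F0 ratio slope over 7 to 12 s after thallium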
Target sequence (P48048 whole entry, looked up): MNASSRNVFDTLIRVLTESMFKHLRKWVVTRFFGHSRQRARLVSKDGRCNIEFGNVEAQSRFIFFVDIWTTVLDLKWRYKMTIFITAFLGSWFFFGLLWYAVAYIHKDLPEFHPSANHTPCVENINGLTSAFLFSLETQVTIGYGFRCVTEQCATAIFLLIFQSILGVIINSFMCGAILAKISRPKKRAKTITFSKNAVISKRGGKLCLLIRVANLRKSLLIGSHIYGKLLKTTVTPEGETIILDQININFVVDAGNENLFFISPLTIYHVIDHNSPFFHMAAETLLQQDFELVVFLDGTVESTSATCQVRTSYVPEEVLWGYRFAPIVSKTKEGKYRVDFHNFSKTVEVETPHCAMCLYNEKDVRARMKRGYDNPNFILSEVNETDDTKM
FLuc act counter: FLuc activators, initial screening, artefact control for FLuc-dependent activation tests, biochemical, ATPlite luminescence; ATPlite luciferase biochemical, 10 min; 0 = ATP-free wells, 1 = DMSO control; activation factor at 10 µM; 200,000 tested, under 10 active;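 active means luciferase activation factor, scaled between plate controls, of at least 2 with compound at 10 µM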
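Assay system – cell-free luciferase reagent · Medium – PBS-based ATP solution · Dosing – test compounds dosed from 2 mM stocks in 100% DMSO · Timing – 10 min, room temperature · Technique – light output (luminescence) · Measure – luminescence gain marking luciferase activators · Controls – No-ATP low control, compound-free enzyme-plus-ATP high control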
STAT1 blocker: STAT1 signaling inhibitors, primary screen, cell-based, HTS, luciferase reporter | NIH 3T3 STAT1-luciferase reporter, IFN-gamma, luminescence | inhibition, % at 5.5 µM | 0.35% of 200,000 active | AID 920, 2007;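 active means inhibition above a set limit, the mean inhibition across all tested compounds plus 3 SD, cut at about 34% in these data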;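 further: 0% = IFN-gamma with DMSO and 100% = IFN-gamma with 300 µM nifuroxazide; values of inactives mirror those of a sister screen read the other way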
APP 5UTR inh: inhibitors of APP translation via 5'UTR reporter, primary screen, APP 5'UTR luciferase, SH-SY5Y cells | SH-SY5Y APP 5'UTR-luciferase reporter, luminescence | inhibition, % at 2 µM | 0.82% of 190,000 active | AID 1285, 2008;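 active means inhibition above a set limit, derived from the sample mean plus 3 SD, cut at about 45% in these data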; further: values of inactives mirror those of a sister screen read the other way
NF-kB neuron act: activators of NF-kB expression in neurons, primary screen, cell-based, HTS. human neuronal cells, NF-kB reporter expression; stronger effect = higher value. fold change at 12.5 µM. 1.6% of 190,000 active; in the data active means fold change above about 3.3
STAT3 act: IL-6 driven STAT3 reporter potentiators, primary screen, U3A cells, luciferase, luminescence, MLSCN library | IL-6 STAT3-luciferase reporter; 100% = signal with IL-6 EC80 alone | activation (% of control), % at 5.6 µM | 0.91% of 190,000 active;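 active means activation above the screen-wide mean of compound activation plus 3 SD, cut at about 130% in these data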;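 further: 0% = background luminescence of wells with medium and substrate only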
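Detection: reporter luminescence signal / Assay system: STAT1-lacking human U3A cells, STAT3 luciferase reporter / Incubation: compound pre-incubation 1 h before IL-6, then 6 h stimulation at 37 °C / Control set: IL-6-only high control / Read-out: % activation relative to IL-6 control / Probe or stimulus: Interleukin-6, 33 ng/mL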
APP 5'UTR act: activators of APP 5'UTR luciferase reporter, primary screen, SH-SY5Y cells | activation, % at 2 µM | 1% of 190,000 active | SH-SY5Y APP 5'UTR luciferase reporter, luminescence; zero percent = DMSO vehicle wells | AID 1276, 2008;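 active means activation above a set limit, based on mean plus 3 SD of controls, cut at about 140% in these data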; further: values of inactives mirror those of a sister screen read the other way
STAT3 inh: IL-6 driven STAT3 reporter inhibitors, primary screen, U3A cells, luciferase, luminescence, MLSCN library; IL-6 STAT3-luciferase reporter; host cell line lacks STAT1; inhibition, % at 5.5 µM; 0.89% of 190,000 active; AID 862, 2007;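 active means inhibition above the mean inhibition across all screened compounds plus 3 SD, cut at about 44% in these data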;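 further: 0% = DMSO only wells and 100% = 100 µM nifuroxazide control wells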
* = called active by the depositor; · = not tested or not shown.

#	Compound	FLuc inhib CS	STAT1 act	ROMK primary	FLuc act counter	STAT1 blocker	APP 5UTR inh	NF-kB neuron act	STAT3 act	APP 5'UTR act	STAT3 inh
1	O=C(Cn1cnc2sc3c(c2c1=O)CCCC3)NCCCC(=O)N1CCC2(CC1)OCCO2	-9	105	-0.027	1.1	-5	6	1.2	104	-6	2
2	CCOC(=O)C1CN(C)CCC1=O (stereo not given)	-9	96	·	1.1	4	-5	2.9	104	5	1
3	COc1cc(C(=O)Nc2ccc(Br)cc2C(=O)c2ccccc2Cl)cc(OC)c1OC	-4	95	·	1	6	-16	1	107	16	-10
4	OCCOCC#CCN1CCOCC1	-10	94	0.25	1.1	5	2	0.97	98	-2	4
5	C=C1C[C@]2(O)[C@@]3(C)CCC(=O)C(C)(C)C3=C(O)C(=O)[C@@]2(C)[C@@H]2C(=O)O[C@@](C)(C(=O)OC)C(=O)[C@@]12C	-6	125	·	1.1	-29	-4	1.4	·	4	·
6	O=[N+]([O-])c1ccc(N2CCNCC2)cc1N1CCCCC1	-9	98	-0.56	1.1	0	-8	1.1	99	8	8
7	CCc1cccc2c(C#N)cn(CC(=O)N3CCOCC3)c12	-4	92	·	1	9	2	1.1	101	-2	3
8	O=C1NC(=O)N(Cc2ccccc2Cl)C(=O)/C1=C/N1CCOCC1	-4	98	·	1	2	-13	1.1	99	13	6
9	CCN(CC)C(=O)c1ccc(N2C(=O)C3CC=C(Cl)CC3C2=O)cc1 (stereo not given)	-6	103	·	1.1	-3	-16	1	103	16	2
10	CC(=O)NC(C)Cc1ccccc1 (stereo not given)	1	105	0.087	1	-6	16	0.94	103	-16	2
11	CN1CCN(CC(=O)Nc2ccc([N+](=O)[O-])cc2C(=O)c2ccccc2)CC1	-5	98	1.5	1.1	1	12	1	102	-12	5
12	CCn1ncc(/C=C2/CC3C4CC=C5CC(O)CCC5(C)C4CCC3(C)C2=O)c1C (stereo not given)	·	88	·	·	4	21	·	93	-21	10
13	CCOc1cc(CNC(C)C(O)c2ccccc2)cc(Cl)c1OCC (stereo not given)	-3	98	-2.8*	1	2	11	1.1	100	-11	3
14	CN(C)C(=S)SSC(=S)N(C)C	3	103	-0.47	1	-5	95*	0.17	109	-95	-9
15	FC(F)(F)c1ccc2c(c1)N(CCCN1CCN(CCCl)CC1)c1ccccc1S2	-6	94	-1.7	1.1	6	9	0.8	87	-9	21

Compound profiles, from the list above:
CN(C)C(=S)SSC(=S)N(C)C as listed: FLuc inhib CS: 3; STAT1 act: 103; ROMK primary: -0.47; FLuc act counter: 1; STAT1 blocker: -5; APP 5UTR inh: 95*; NF-kB neuron act: 0.17; STAT3 act: 109; APP 5'UTR act: -95; STAT3 inh: -9
CCN(CC)C(=O)c1ccc(N2C(=O)C3CC=C(Cl)CC3C2=O)cc1 (stereo not given) as listed: FLuc inhib CS: -6; STAT1 act: 103; ROMK primary: ·; FLuc act counter: 1.1; STAT1 blocker: -3; APP 5UTR inh: -16; NF-kB neuron act: 1; STAT3 act: 103; APP 5'UTR act: 16; STAT3 inh: 2
FC(F)(F)c1ccc2c(c1)N(CCCN1CCN(CCCl)CC1)c1ccccc1S2 as listed: FLuc inhib CS: -6; STAT1 act: 94; ROMK primary: -1.7; FLuc act counter: 1.1; STAT1 blocker: 6; APP 5UTR inh: 9; NF-kB neuron act: 0.8; STAT3 act: 87; APP 5'UTR act: -9; STAT3 inh: 21

Other results
#	Compound	FLuc inhib CS	STAT1 act	ROMK primary	FLuc act counter	STAT1 blocker	APP 5UTR inh	NF-kB neuron act	STAT3 act	APP 5'UTR act	STAT3 inh
16	CCc1cc(=O)[nH]c(SCCCF)n1	-4	88	0.25	1	12	3	0.94	105	-3	-5
17	COC(=O)C(O)(c1ccc(NC(=S)NC(=O)c2ccccc2)cc1)C(F)(F)F (stereo not given)	-4	109	-0.046	1	-10	-5	0.97	95	5	11
18	COc1ccc(-c2[nH]ncc2CNC(C)Cc2ccsc2)c(F)c1 (stereo not given)	-5	86	-1.7	1	13	2	0.79	104	-2	1
19	COc1ccc(CNC(=O)C(NC(C)=O)C(C)C)cc1OC (stereo not given)	-1	104	-0.68	1	-5	-17	1	102	17	2
20	O=C(NCC(c1cccnc1)N1CCN(c2ccc(F)cc2)CC1)Oc1ccccc1 (stereo not given)	-8	101	·	1.1	-1	4	1.1	110	-4	-8
21	Cn1c(O)c(C=NCCc2c[nH]c3ccccc23)c(=O)n(C)c1=O	-4	102	·	1	-3	-3	0.88	94	3	10
22	O=C(CSc1ccccc1)N1CCC2(CC1)OCCO2	3	122	·	1	-24	-59	1.7	112	59	-10
23	C=CC[N+]1(C)C2CCC1CC(O)C2 (stereo not given)	-7	106	·	1.1	-8	-11	1.2	94	11	11
24	CCc1ccccc1NC(=O)CNCc1ccccc1	-2	102	-0.95	1	-2	-2	1.5	91	2	13
25	CC(C)OC12Oc3ccccc3C=C1N1CCC2CC1 (stereo not given)	-6	102	0.39	1.1	-2	1	1	102	-1	2
26	CC1CCN(S(=O)(=O)c2ccc(NN=C(C#N)C#N)cc2)CC1	-6	96	-2.5	1.1	5	-25	0.64	103	25	2
27	O=C(Nc1ccc(Cl)cc1C(=O)c1ccccc1)c1ccc(Br)o1	1	101	·	1	-1	-11	1.3	83	11	22
28	CN(C)CCNC(=O)c1cccn(Cc2cccc(C(F)(F)F)c2)c1=O	-7	110	-0.28	1.1	-11	20	1.1	99	-20	4
29	O=C1NCN(c2ccccc2)C12CCNCC2	3	102	·	1	-2	-2	1.2	103	2	0
30	O=c1[nH]c(=S)n(Cc2ccc(F)cc2)c(O)c1/C=N/N1CCCCC1	-2	100	·	1	0	-11	1.2	102	11	-7

(list continues)
#	Compound	FLuc inhib CS	STAT1 act	ROMK primary	FLuc act counter	STAT1 blocker	APP 5UTR inh	NF-kB neuron act	STAT3 act	APP 5'UTR act	STAT3 inh
31	CN(Cc1ccccc1)Cc1ccccc1OC(=O)N(C)C	-3	100	0.73	1	0	-1	1.2	105	1	0
32	CCN(CCNc1ccc([N+](=O)[O-])c2cccnc12)S(=O)(=O)c1ccccc1	-3	97	·	1	4	-7	1	95	7	11
33	CC12CCCCC1N(O)CN2O (stereo not given)	-10	92	·	1.1	8	7	1.1	101	-7	0
34	CCC(=NCc1cccnc1)c1c(O)n(C2CCCCC2)c(=O)[nH]c1=O	-8	95	-2.1	1.1	5	6	0.66	106	-5	-4
35	CC#CP(=O)(OCC)C(O)(c1ccccc1)C(F)(F)F (stereo not given)	-8	97	·	1.1	4	-3	0.96	100	3	5
36	CNC(C)Cc1ccccc1Sc1ccc(O)cc1 (stereo not given)	-8	99	·	1.1	1	23	1.3	91	-23	14
37	Cc1nc2ccc(Cl)cn2c1P(=S)(N1CCOCC1)N1CCOCC1	-4	99	·	1	0	15	1.2	101	-15	5
38	COc1ccc(C(=O)C2CCCN(Cc3ccsc3)C2)cc1OC (stereo not given)	-2	91	-0.27	1	9	-12	1.2	95	12	11
39	O=C(COc1ccc(Cl)cc1)N1CCN(Cc2ccc([N+](=O)[O-])cc2)CC1	-7	91	-6.5*	1.1	11	17	1	85	-17	23
40	Cc1ccc(S(=O)(=O)NCC2CCC(C(=O)N3CCC4(CC3)OCCO4)CC2)cc1 (stereo not given)	-1	109	-0.017	1	-10	20	0.96	95	-20	8
41	O=c1[nH]c(=O)n(Cc2ccccc2)c(O)c1C=NCCCn1ccnc1	-4	98	·	1	3	-3	1.1	101	3	4
42	CCCCCCN=Cc1c(O)n(C)c(=O)n(C)c1=O	-9	91	·	1.1	10	10	0.91	97	-10	8
43	CC/C(=N\Nc1ccccc1)c1c(O)n(C)c(=O)n(C)c1=O	-7	102	·	1.1	-2	-6	1.2	100	6	-5
44	CC(=NCCN1CCCCC1)c1c(O)[nH]c(=O)[nH]c1=O	-2	89	·	1	12	-2	1.2	102	2	2
45	O=c1cccc2n1CC1CC2CN(C(c2ccccc2)c2sc3ncnn3c2O)C1 (stereo not given)	-4	101	·	1	0	17	1.4	99	-17	1

Later entries:
#	Compound	FLuc inhib CS	STAT1 act	ROMK primary	FLuc act counter	STAT1 blocker	APP 5UTR inh	NF-kB neuron act	STAT3 act	APP 5'UTR act	STAT3 inh
46	CCOC(=O)[C@]1(C#N)[C@@H]2C=CC(C(C)=O)=CN2[C@@H](C(N)=O)[C@@H]1c1ccsc1	0	98	-3.6*	1	2	-5	1	106	5	-4
47	O=C1NC(=O)N(c2ccccc2F)C(=O)/C1=C/c1ccc(Oc2ccc([N+](=O)[O-])cn2)cc1	-10	101	0.037	1.1	-3	-7	1.2	90	7	18
48	N=c1c[n+](C2CCCCC2)[n-]o1	0	99	-0.013	1	-1	3	1.3	97	-3	10
49	COc1cccc(N=Cc2c(O)n(Cc3ccco3)c(=O)[nH]c2=O)c1	-1	101	·	1	-2	-3	1.1	101	3	1
50	CCC(=Nc1ccccc1NC(C)=O)c1c(O)n(C)c(=O)n(C)c1=O	-2	101	·	1	-1	-37	1.6	95	37	8
51	COc1ccc(NC(=S)NC(NC(=O)CF)C(Cl)(Cl)Cl)cc1[N+](=O)[O-] (stereo not given)	-4	98	-0.74	1	4	1	1.1	101	-1	4
52	CN(C)P(=O)(NC(=O)c1cccn1C)N(C)C	3	105	·	1	-6	8	1.6	104	-8	-3
53	Cc1ccc(-n2nc(C)cc2NC(=O)COc2cc(C)cc3oc(=O)c4c(c23)CCC4)cc1	-4	101	·	1	-1	18	0.43	99	-18	5
54	O=c1[nH]c(=S)[nH]c(O)c1N=Nc1cc2c(cc1[N+](=O)[O-])OCO2	8	95	0.049	0.9	4	13	1.1	99	-13	8
55	Cc1ccc(Cn2nnnc2CN2CCC(n3nnc4cc(C)ccc43)CC2)cc1	-4	96	-1.7	1	5	-10	0.81	91	10	16
56	c1cc2c(cc1CCNC1CCCCCC1)OCO2	-7	108	·	1.1	-7	4	1.2	111	-4	-9
57	Cc1ccc2c(c1)CNc1ccccc1O2	-2	109	-3.3	1	-9	-15	0.97	103	15	5
58	CCOP(=O)(OCC)C(NC(=O)C(C)C)C(Cl)(Cl)Cl (stereo not given)	-6	91	·	1.1	10	-4	1.2	99	4	6
59	O=c1c2ccccc2nc(-c2ccoc2)n1-c1ccccc1Cl	-9	93	1.3	1.1	7	5	0.96	92	-5	9
60	COc1ccc(C2SCC(=O)Nc3c2c(=O)[nH]n3C2CCCCCC2)cc1 (stereo not given)	-5	104	1.5	1	-4	-18	0.97	99	18	3
61	Cc1ccc2nc3c(cc2c1)CC1(C(=O)N(C)C(=O)N(C)C1=O)C1CCCCN31 (stereo not given)	53*	112	-1.4	0.5	-13	-26	0.99	117	26	-17
62	Cc1ccc(N)c(C(=O)c2ccccc2)c1	-10	99	·	1.1	1	-8	1.1	102	8	2
63	Cc1cccc(N2C(=O)/C(=C/c3ccc(CN(CCC#N)S(C)(=O)=O)o3)C(=O)NC2=S)c1	-7	98	1.8	1.1	2	4	0.91	106	-4	-1

The list is partial; count on the stated rates, not on these rows.
